L3MBTL1 block = L3MBTL1 (human) inhibition; Q9Y468; AlphaScreen L3MBTL1–H3K9me1 peptide binding; Potency, µM (titrated, usually from 57.1 µM), for inactives: at the top dose activity, negative = inhibition, actives largely listed as inhibitors; 230,000 tested, 0.66% active; note: nearly all actives have a fitted effect of over 60% in size
Target sequence (Q9Y468 whole entry, looked up): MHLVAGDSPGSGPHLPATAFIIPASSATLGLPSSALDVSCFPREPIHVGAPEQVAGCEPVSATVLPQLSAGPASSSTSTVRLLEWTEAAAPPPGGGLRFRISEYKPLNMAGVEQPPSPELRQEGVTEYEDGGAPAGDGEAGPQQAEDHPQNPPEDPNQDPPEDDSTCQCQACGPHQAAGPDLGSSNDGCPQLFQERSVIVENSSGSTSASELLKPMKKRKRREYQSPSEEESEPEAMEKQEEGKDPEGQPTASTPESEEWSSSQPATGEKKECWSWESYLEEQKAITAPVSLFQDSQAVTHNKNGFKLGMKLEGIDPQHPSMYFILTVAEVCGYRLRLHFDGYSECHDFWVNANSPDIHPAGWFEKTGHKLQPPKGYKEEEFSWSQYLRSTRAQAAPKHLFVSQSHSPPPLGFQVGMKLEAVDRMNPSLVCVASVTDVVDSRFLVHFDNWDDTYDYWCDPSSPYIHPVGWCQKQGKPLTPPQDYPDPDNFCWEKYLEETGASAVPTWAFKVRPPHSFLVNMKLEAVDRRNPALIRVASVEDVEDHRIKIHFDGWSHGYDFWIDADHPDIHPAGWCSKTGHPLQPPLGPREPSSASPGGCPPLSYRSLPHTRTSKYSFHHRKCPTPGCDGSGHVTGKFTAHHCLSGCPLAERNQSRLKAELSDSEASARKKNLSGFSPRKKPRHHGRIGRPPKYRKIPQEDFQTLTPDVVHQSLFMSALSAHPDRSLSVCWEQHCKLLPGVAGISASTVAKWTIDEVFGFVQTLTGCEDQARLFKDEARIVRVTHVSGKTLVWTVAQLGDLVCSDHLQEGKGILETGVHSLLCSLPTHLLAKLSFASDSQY
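L3MBTL1 (50 nM) pre-complexed 30 min with biotinylated H3(1-15)K9me1 peptide (75 nM), then compounds added for 30 min at room temperature; AlphaScreen streptavidin donor/nickel chelate acceptor beads (10 ug/mL final) read after 30 min dark incubation.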
GAA glycogen mod = inhibitors or activators of human alpha-glucosidase glycogen cleavage | AID 2100 | recombinant GAA, glycogen substrate, Amplex Red glucose oxidase fluorescence | Potency, µM (doses to about 76.4 µM), inactives show top-dose activity change, negative = inhibition, usual class: inhibitors | 300,000 tested, 0.38% active | P10253;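 note: 0% = full enzyme reaction and -100% = no-enzyme basal signal; the screen sought inhibitors and activators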
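Natural-substrate format: glycogen cleavage by 4 nM human enzyme, glucose read by Amplex Red coupling (Ex 573, Em 610 nm). Normalized to enzyme and no-enzyme controls.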
GAA spleen mod = lysosomal alpha-glucosidase (human) modulation. P10253. human spleen homogenate, 4-MU-alpha-glucoside fluorescence. Potency, µM (top dose mostly 79.9 µM), for inactives: at the highest dose activity change, negative = inhibition, hits mostly inhibitors. 240,000 tested, 0.006% active. AID 2112;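 note: 0% = enzyme with vehicle and -100% = no enzyme basal signal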
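AC50 values come from Hill-equation fits of concentration-response data, normalized to no-enzyme and full-activity controls. Enzyme source: 1 ug human spleen homogenate; 1 mM fluorogenic 4-MU glucoside, pH 5.0 citrate buffer, 37 C, 40 min.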
TexasRed fluor = alters Texas Red total fluorescence, flagging assay interference; Potency, µM (doses to about 106 µM), for inactives: at the top dose fluorescence change, negative = quenching; TRb/SRC2 Texas Red total fluorescence interference; 280,000 tested, 0.29% active; AID 1479; active = well fitted curve in either direction with a large enough effect; inconclusive = small, poorly fitted or top-dose-only effect
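Human TRβ ligand-binding domain (0.6 uM) and Texas Red SRC2 peptide (20 nM) in Tris buffer with 1 uM T3 and 5% DMSO were incubated with pinned compound for 5 hr at ambient temperature. Total fluorescence was computed as S + 2P (555/632 nm).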
GAA inh = inhibitors of human lysosomal alpha-glucosidase. 200,000 tested, 0.005% active. Potency, µM (doses to about 76.9 µM), without a hit: at the top dose activity change, negative = inhibition, hits mostly inhibitors. P10253. purified human GAA, 4-MU-alpha-glucoside fluorescence;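 note: plate controls were uninhibited enzyme wells for no effect and no-enzyme background for full effect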
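qHTS format, compound range up to 77 uM. Human lysosomal enzyme at 4 nM, 400 uM 4-MU glucoside substrate, pH 5.0, 20 min room temperature; fluorescence after alkaline stop gives activity normalized to controls.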
RECQ1 inh = inhibitors of human RECQ1 DNA helicase. 240,000 tested, 0.54% active. Potency, µM (doses to about 57.3 µM), inactives show top-dose activity, negative = inhibition, hits mostly inhibitors. P46063. RECQ1 DNA unwinding, red fluorescence kinetic read;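 note: plate controls were vehicle for no effect and no enzyme for full effect; nearly all actives have a fitted effect of over 30% in size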
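50 nM RECQ1T1 preincubated 15 min with compound in Tris pH 8.0 buffer with MgCl2, DTT, Tween-20 and 2.5 ug/ml poly(dI-dC); started with 200 nM TAMRA/BHQ-2 forked duplex and 2 mM ATP. Unwinding read as fluorescence (525/598 nm), two reads 2 h apart.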
TRb-SRC2 inh = inhibitors of human thyroid hormone receptor beta-SRC2 interaction | P10828 | TRbeta-SRC2 peptide binding, fluorescence polarization; receptor liganded with 1 µM T3 | Potency, µM (highest dose often 106 µM), for the others: at the top dose activity change, negative = inhibition, usual class: inhibitors | 280,000 tested, 0.065% active | AID 1469;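 note: plate controls were bound peptide for no effect and peptide without receptor for full effect; nearly all actives have a fitted effect of over 50% in size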
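Quantitative HTS by FP: 0.6 uM TRb LBD, 20 nM labeled SRC2 20-mer, 1 uM T3, 5% DMSO; 5 hr ambient incubation; % activity per concentration and potencies from concentration series.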
GoLoco inh red = inhibitors of human Gai1-RGS12 GoLoco interaction (red fluorophore); 230,000 tested, 0.44% active; Gai1:RGS12 GoLoco peptide FP, rhodamine, 10 min; Potency, µM (highest dose often 61.6 µM), inactives show top-dose activity, negative = inhibition, actives largely listed as inhibitors; active = well fitted inhibition curve with a large enough effect, not every such curve was filed as active; inactive = no such curve, though single readings can be large or run the other way; note: nearly all actives have a fitted effect of over 30% in size; many of its hits are not listed in these tables
An asterisk follows results filed as active; [ ] = dose if it differs, or a comment. Unless noted, calls come from the whole dose curve; as a rule, active = well fitted curve in the direction sought with a large enough effect; inconclusive = small, poorly fitted or top-dose-only effect, or another doubt; inactive = no such curve, though single readings can be large; an effect the other way counts as inactive or inconclusive. Unless noted, % is set by controls: 0 for no effect and ±100 for the full control effect; potency is the fitted concentration of half-maximal effect. A portion of the library (hit frequency here may not be typical).

What do the screens show for `O=C(NC1CCCc2ccccc21)c1cncc(Br)c1` (centres undefined)?
GAA glycogen mod: -3.8%; GAA spleen mod: -1.8%; TexasRed fluor: 0.0%; GAA inh: 1.1%; RECQ1 inh: inactive; TRb-SRC2 inh: -0.9%; GoLoco inh red: 8.4%

How did O=c1c(/C=C(\O)c2ccc(F)cc2)nc2ccccc2n1-c1ccccc1 do in these assays?
GAA glycogen mod: 8.0%; GAA spleen mod: 7.8%; TexasRed fluor: 5.2%; GAA inh: -4.2%; RECQ1 inh: -8.3%; TRb-SRC2 inh: 14.7%; GoLoco inh red: 74.9%[activator]

Results for CN(C)S(=O)(=O)N1CCN(C(=O)c2cccs2)CC1 ?
GAA glycogen mod: -7.2%; GAA spleen mod: -3.5%; TexasRed fluor: -0.1%; GAA inh: 1.7%; RECQ1 inh: 15.1%; TRb-SRC2 inh: 11.7%; GoLoco inh red: -1.3%

How did Cc1nnc(SCC(=O)Nc2sccc2C#N)n1Cc1ccccc1 do in these assays?
GAA glycogen mod: 5.4%; GAA spleen mod: -6.4%; TexasRed fluor: -1.1%; GAA inh: -1.2%; RECQ1 inh: -29.2%; TRb-SRC2 inh: -12.0%; GoLoco inh red: 55.8%[activator]

How did COC(=O)C(Cc1ccc(O)cc1)NC(=O)C12CC3CC(CC(C3)C1)C2 (centres undefined) do in these assays?
L3MBTL1 block: 5.6%[11.4 µM]; GAA glycogen mod: 23.7%; GAA spleen mod: 9.6%; TexasRed fluor: -2.6%; GAA inh: 2.1%; RECQ1 inh: inactive; TRb-SRC2 inh: -1.2%; GoLoco inh red: 13.6%

Results for NC(=O)C1CCN(c2nc(C3CC3)nc3c2nnn3Cc2ccccc2)CC1 ?
L3MBTL1 block: -16.0%[11.4 µM]; GAA glycogen mod: 3.6%; GAA spleen mod: -10.7%; TexasRed fluor: 1.6%; GAA inh: -1.6%; RECQ1 inh: inactive; TRb-SRC2 inh: -4.0%; GoLoco inh red: 12.5%

Results for Nc1c(C(=O)Nc2ccc(F)cc2)nnn1-c1cccc(C(F)(F)F)c1 ?
GAA glycogen mod: -0.6%; GAA spleen mod: -20.8%; TexasRed fluor: -6.2%; GAA inh: 4.2%; RECQ1 inh: -2.5%; TRb-SRC2 inh: 2.4%; GoLoco inh red: -0.6%

Results for CCCSc1ccc(-c2nn(-c3ccccc3)cc2/C=C(/C#N)C(=O)N2CCOCC2)cc1 ?
L3MBTL1 block: -3.5%; GAA glycogen mod: 9.4%; GAA spleen mod: 1.2%; TexasRed fluor: -0.8%[53 µM]; GAA inh: 4.8%; RECQ1 inh: -2.3%; TRb-SRC2 inh: -5.7%[53 µM]; GoLoco inh red: 1.0%

How did Cc1ccc(C)c(NCC(=O)NNC(=S)Nc2ccccc2)c1 do in these assays?
L3MBTL1 block: -22.0%; GAA glycogen mod: inconclusive; GAA spleen mod: 6.6%; TexasRed fluor: 1.4%; GAA inh: -1.3%; RECQ1 inh: inactive; TRb-SRC2 inh: 2.0%; GoLoco inh red: 1.9%

What do the screens show for `CC(=O)Nc1ncc2c(n1)CC(c1ccco1)CC2=O` (centres undefined)?
GAA glycogen mod: 8.6%; GAA spleen mod: -6.8%; TexasRed fluor: -2.8%; GAA inh: 2.5%; RECQ1 inh: -3.9%; TRb-SRC2 inh: 0.4%; GoLoco inh red: 3.9%

Results for Fc1ccc2c(c1)C(c1ccncc1)=NNC(c1ccccc1)=N2 ?
L3MBTL1 block: -1.0%; GAA glycogen mod: -2.2%; GAA spleen mod: -8.8%; TexasRed fluor: -67.6%; GAA inh: -2.2%; RECQ1 inh: -8.2%; TRb-SRC2 inh: -12.4%; GoLoco inh red: 10.7%

What do the screens show for `CC(=O)NC1C(O)O[C@H](C(=O)O)[C@@H](O)[C@@H]1O` (some centres undefined)?
GAA spleen mod: 0.5%; TexasRed fluor: -1.7%; RECQ1 inh: -11.6%; TRb-SRC2 inh: -3.0%

Results for COC(=O)[C@@]1(Cc2ccc(OC)cc2)[C@H]2c3cc(C(=O)N(C)C)n(Cc4ccccc4)c3C[C@H]2CN1C(=O)c1ccccc1 ?
GAA spleen mod: -6.1%; TexasRed fluor: -4.7%; RECQ1 inh: inactive; TRb-SRC2 inh: -4.6%; GoLoco inh red: 11.7%

What do the screens show for `O=C(NC1CCCCC1)c1ccc(Cl)c(NC(=O)c2ccccc2F)c1`?
L3MBTL1 block: -4.5%; GAA glycogen mod: 8.2%; GAA spleen mod: 2.9%; TexasRed fluor: -0.9%; GAA inh: -1.7%; RECQ1 inh: -6.9%; TRb-SRC2 inh: 3.3%; GoLoco inh red: 5.6%

How did CC(=O)Nc1cccc(/C(C)=N/NC(=S)NC(C)C)c1 do in these assays?
L3MBTL1 block: -3.0%; GAA glycogen mod: -18.9%; GAA spleen mod: -12.8%; TexasRed fluor: -1.5%; GAA inh: 4.1%; RECQ1 inh: inactive; TRb-SRC2 inh: -2.5%; GoLoco inh red: 7.7%

How did O=C(O)CCC(=O)OCC1CCCCC1 do in these assays?
GAA glycogen mod: -0.2%; GAA spleen mod: -0.8%; TexasRed fluor: -4.3%; GAA inh: -0.4%; RECQ1 inh: inactive; TRb-SRC2 inh: -12.8%; GoLoco inh red: 7.6%

Results for O=C(CC1N=C2c3ccccc3N=C(SCc3ccccc3Cl)N2C1=O)NCc1ccco1 (centres undefined) ?
L3MBTL1 block: -7.4%; GAA glycogen mod: -11.1%; GAA spleen mod: -15.8%; TexasRed fluor: -0.2%; GAA inh: 8.1%; RECQ1 inh: -21.3%; TRb-SRC2 inh: -1.1%; GoLoco inh red: 103.8%[activator]

How did CCn1cnc2cc(NCc3ccncc3)ccc21 do in these assays?
GAA glycogen mod: -18.6%; GAA spleen mod: -18.3%; TexasRed fluor: -5.2%; GAA inh: -0.9%; RECQ1 inh: -2.8%; TRb-SRC2 inh: 3.8%; GoLoco inh red: 4.5%

Results for NC(=O)CCn1c(=O)oc2ccccc21 ?
L3MBTL1 block: -0.3%; GAA glycogen mod: -0.6%; GAA spleen mod: -10.6%; TexasRed fluor: -0.5%; GAA inh: 1.7%; RECQ1 inh: inactive; TRb-SRC2 inh: 3.0%; GoLoco inh red: 4.1%

How did NC(=O)CSc1nnc(Cn2c(=O)sc3ccccc32)n1CCc1ccccc1 do in these assays?
L3MBTL1 block: 6.2%; GAA glycogen mod: -1.3%; GAA spleen mod: -0.3%; TexasRed fluor: -1.8%; GAA inh: 3.4%; RECQ1 inh: -6.5%; TRb-SRC2 inh: 1.1%; GoLoco inh red: 5.7%

What do the screens show for `Cc1nc2sc(C(c3ccccc3)N3CCC(O)CC3)c(O)n2n1` (centres undefined)?
L3MBTL1 block: 3.0%; GAA glycogen mod: -15.4%; GAA spleen mod: -6.9%; TexasRed fluor: 1.2%; GAA inh: -19.0%; RECQ1 inh: 4.7%; TRb-SRC2 inh: -2.9%; GoLoco inh red: 7.5%

Results for O=c1cc(-c2ccc(Cl)cc2)[nH][nH]1 ?
L3MBTL1 block: -13.2%; GAA glycogen mod: inconclusive; GAA spleen mod: 0.1%; TexasRed fluor: -3.5%; GAA inh: 3.1%; RECQ1 inh: 8.9%; TRb-SRC2 inh: inconclusive; GoLoco inh red: 4.6%

What do the screens show for `CCOc1ccc(NC(=O)c2ccccc2OCC(=O)c2ccc(C)cc2)cc1`?
GAA glycogen mod: 3.7%; GAA spleen mod: -0.7%; TexasRed fluor: 1.0%; GAA inh: -2.3%; RECQ1 inh: 0.8%; TRb-SRC2 inh: 2.5%; GoLoco inh red: 1.3%

What do the screens show for `COc1ccc(C)cc1NC(=O)C1COc2ccccc2O1` (centres undefined)?
L3MBTL1 block: 39.6%[activator]; GAA glycogen mod: -2.4%; GAA spleen mod: 3.6%; TexasRed fluor: -1.0%; GAA inh: -14.4%; RECQ1 inh: -12.7%; TRb-SRC2 inh: 8.1%; GoLoco inh red: 11.3%

What do the screens show for `CCOC(=O)OCC`?
GAA spleen mod: 6.8%; TexasRed fluor: -0.5%; RECQ1 inh: 4.6%; TRb-SRC2 inh: 8.8%; GoLoco inh red: 10.9%

How did CCOC(=O)c1ccccc1NC(=O)CSc1ncc(C(=O)OCC)c(N)n1 do in these assays?
GAA glycogen mod: -2.9%; GAA spleen mod: -3.1%; TexasRed fluor: -0.8%; GAA inh: -12.1%; RECQ1 inh: inactive; TRb-SRC2 inh: -2.2%; GoLoco inh red: 91.0%[activator]

How did COCCn1nnnc1C(c1ccc(Cl)cc1)N1CCSCC1 (centres undefined) do in these assays?
L3MBTL1 block: -7.5%; GAA glycogen mod: 6.1%; GAA spleen mod: -4.4%; TexasRed fluor: 0.4%; GAA inh: inconclusive; RECQ1 inh: -1.4%; TRb-SRC2 inh: 2.6%; GoLoco inh red: -4.8%

What do the screens show for `O=C(Nc1ncccn1)C12CC3CC(CC(C3)C1)C2`?
L3MBTL1 block: 2.0%; GAA glycogen mod: -1.3%; GAA spleen mod: 0.4%; TexasRed fluor: -2.0%; RECQ1 inh: -11.2%; TRb-SRC2 inh: 2.0%; GoLoco inh red: 2.0%

What do the screens show for `O=C(NCc1cccs1)c1csc2ccccc12`?
L3MBTL1 block: -1.8%; GAA glycogen mod: 2.6%; GAA spleen mod: -14.6%; TexasRed fluor: -0.3%; GAA inh: 3.4%; RECQ1 inh: -5.6%; TRb-SRC2 inh: -6.7%; GoLoco inh red: 6.3%

What do the screens show for `Cc1occc1C(=O)Nc1cccc2ccccc12`?
L3MBTL1 block: -5.1%; GAA glycogen mod: -7.6%; GAA spleen mod: -11.5%; TexasRed fluor: 2.4%; GAA inh: inconclusive; RECQ1 inh: 0.5%; TRb-SRC2 inh: 16.6%; GoLoco inh red: -1.5%

How did Cc1cc2ncn(N)c2cc1C do in these assays?
L3MBTL1 block: 6.0%; GAA glycogen mod: -2.8%; GAA spleen mod: -1.9%; TexasRed fluor: -1.2%; GAA inh: -5.4%; RECQ1 inh: inactive; TRb-SRC2 inh: -11.0%; GoLoco inh red: 3.7%
